From PubChem
PREPL inhibitor: human PREPL enzyme inhibition; Q4J6C6; recombinant PREPL, fluorescence polarization activity-based probe; inhibition, % at 5.96 µM; 320,000 compounds, 0.68% hits; AID 2751; in the data active = inhibition above about 43%;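 also: 0% = enzyme with DMSO and 100% = wells lacking enzyme; many of its hits are not listed in these tables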
LYPLA2 inh: blocks human lysophospholipase 2, a PME1 counter-screen; O95372; recombinant LYPLA2, FP-Rh probe fluorescence polarization; inhibition, % at 5.9 µM; 320,000 compounds, 0.38% hits;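 active = inhibition above the screen-wide mean plus 3 SD, limit set per campaign, cut at about 26% in these data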;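 also: 0% = LYPLA2 with DMSO and 100% = wells lacking LYPLA2 enzyme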
pPAFAH FP inh: inhibitors of human plasma PAF acetylhydrolase (pPAFAH) | Q13093 | recombinant pPAFAH, FP-rhodamine probe fluorescence polarization | inhibition, % at 3.39 µM | 330,000 compounds, 1.5% hits;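 active = inhibition above the mean inhibition across the screen plus 3 SD, cut at about 25% in these data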;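 also: inhibitors block binding of the rhodamine activity-based probe so polarization drops; 0% = enzyme with DMSO and 100% = wells lacking pPAFAH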
Target sequence (Q13093 whole entry, looked up): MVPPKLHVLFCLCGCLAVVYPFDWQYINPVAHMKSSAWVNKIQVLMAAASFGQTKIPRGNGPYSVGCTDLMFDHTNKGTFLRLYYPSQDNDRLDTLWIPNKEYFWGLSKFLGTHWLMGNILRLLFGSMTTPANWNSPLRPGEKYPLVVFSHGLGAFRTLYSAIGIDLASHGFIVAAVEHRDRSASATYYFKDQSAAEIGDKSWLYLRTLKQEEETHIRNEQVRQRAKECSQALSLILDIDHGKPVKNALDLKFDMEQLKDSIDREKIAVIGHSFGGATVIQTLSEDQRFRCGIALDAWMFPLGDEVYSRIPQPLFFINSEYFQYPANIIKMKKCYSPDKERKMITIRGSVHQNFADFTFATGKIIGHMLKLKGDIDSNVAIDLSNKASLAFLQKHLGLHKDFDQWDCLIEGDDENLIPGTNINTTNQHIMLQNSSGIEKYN
PAD4 inh: blocks human protein arginine deiminase 4; Q9UM07; recombinant PAD4, RCA probe fluorescence polarization; inhibition, % at 6.36 µM; 330,000 compounds, 0.41% hits; AID 485272;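 active = percent inhibition above a cutoff equal to the mean of all tested compounds plus 3 SD, cut at about 15% in these data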;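 also: 0% = PAD4 with RCA probe and DMSO and 100% = probe without PAD4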
Target sequence (Q9UM07 whole entry, looked up): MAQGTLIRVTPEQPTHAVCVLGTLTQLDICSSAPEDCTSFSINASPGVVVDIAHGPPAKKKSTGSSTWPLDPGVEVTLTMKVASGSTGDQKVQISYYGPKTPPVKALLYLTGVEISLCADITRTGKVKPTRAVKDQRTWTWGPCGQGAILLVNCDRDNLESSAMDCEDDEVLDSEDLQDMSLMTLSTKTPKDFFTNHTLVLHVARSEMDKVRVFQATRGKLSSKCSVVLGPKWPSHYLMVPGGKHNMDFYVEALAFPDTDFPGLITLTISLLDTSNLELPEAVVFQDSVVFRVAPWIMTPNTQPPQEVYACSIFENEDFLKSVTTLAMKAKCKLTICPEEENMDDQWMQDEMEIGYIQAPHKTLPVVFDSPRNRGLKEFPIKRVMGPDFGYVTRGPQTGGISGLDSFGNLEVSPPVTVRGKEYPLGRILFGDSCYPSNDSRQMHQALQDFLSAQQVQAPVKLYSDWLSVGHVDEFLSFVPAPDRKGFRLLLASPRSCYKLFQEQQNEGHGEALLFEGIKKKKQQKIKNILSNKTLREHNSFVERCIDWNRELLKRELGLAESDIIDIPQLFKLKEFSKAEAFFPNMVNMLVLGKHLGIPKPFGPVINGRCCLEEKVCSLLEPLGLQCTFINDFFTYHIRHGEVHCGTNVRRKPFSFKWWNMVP
PAFAH1B3 FP inh: PAFAH1B3 (human) inhibition | Q15102 | recombinant PAFAH1B3, FP-rhodamine probe, fluorescence polarization | 340,000 compounds, 0.28% hits | inhibition, % at 3.39 µM;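 active = inhibition above the screen-wide average of all tested compounds plus 3 SD, cut at about 25% in these data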;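 also: 0% = enzyme with DMSO only and 100% = wells lacking PAFAH1B3 protein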
PME-1 primary: PME-1 (human) inhibition; 320,000 compounds, 0.53% hits; recombinant PME-1, FP-Rh probe fluorescence polarization; AID 2130; Q9Y570; inhibition, % at 5.9 µM;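 active = inhibition above the campaign mean of all compounds plus 3 SD, cut at about 26% in these data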;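 also: competitive labeling of PME-1 active site by serine hydrolase directed probe; 0% = PME-1 with DMSO and 100% = wells lacking PME-1 enzyme; inhibitors block probe labeling so polarization falls and inhibition rises; many of its hits are not listed in these tables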
PAFAH1B2 inh: inhibitors of human PAFAH1B2. P68402. recombinant PAFAH1B2, FP-rhodamine activity probe, fluorescence polarization. inhibition, % at 3.39 µM. 340,000 compounds, 1.2% hits;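 active = inhibition above the mean of all tested compounds plus 3 SD, cut at about 24% in these data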;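 also: 0% = enzyme with DMSO and 100% = wells lacking PAFAH1B2; many of its hits are not listed in these tables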
LYPLA1 inh: blocks human lysophospholipase 1, a PME1 counter-screen. O75608. recombinant LYPLA1, FP-Rh probe fluorescence polarization. inhibition, % at 5.9 µM. 320,000 compounds, 0.16% hits;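 active = inhibition above the mean of all tested compounds plus 3 SD, set per campaign, cut at about 14% in these data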;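 also: inhibitors block serine hydrolase probe labeling of LYPLA1 so polarization falls; 0% = enzyme with DMSO and 100% = wells lacking LYPLA1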
GSTO1 inh: counter-screen for RBBP9 inhibitors: inhibitors of human GSTO1; P78417; recombinant GSTO1, activity-based probe fluorescence polarization; inhibition, % at 5.96 µM; 300,000 compounds, 1.1% hits; AID 1974;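 active = inhibition above the campaign mean inhibition plus 3 SD, cut at about 35% in these data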;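 also: 0% = GSTO1-1 with DMSO and 100% = wells lacking GSTO1-1 enzyme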
* marks the source's active call; other numbers are inactive results; / = not tested or not shown; & = joins results of further samples. A portion of the library (hit frequency here may not be typical).

SMILES	PREPL inhibitor	LYPLA2 inh	pPAFAH FP inh	PAD4 inh	PAFAH1B3 FP inh	PME-1 primary	PAFAH1B2 inh	LYPLA1 inh	GSTO1 inh
COC(=O)CSc1nnc(CSc2nc(C)cc(C)n2)n1Cc1ccco1	1	2	-1	4	10	4	5	-2	-1
CCCCC(=O)Nc1nnn(CCC)n1	2	-3	-8	2	9	-8	2	-1	-3
CCCc1nnc(SCC(=O)Nc2ccc(OCC)cc2)n1N	12	2	-2	1	3	3	-4	4	-2
CCOC(=O)N1CCN(S(=O)(=O)c2c[nH]c(C(=O)OC)c2)CC1	22	0	-3	2	8	-3	2	-3	11
Cc1cccc(NC(=O)Nc2ccccc2)n1	-5	-6	6	-1	6	-6	4	-3	0
CCc1ccc(N2C(=O)C3C4C=CC(CC4)C3C2=O)cc1 (stereo unspecified)	-4	4	2	0	6	1	1	1	6
Cc1ccc(C)c(C(=O)COC(=O)c2cc([N+](=O)[O-])ccc2NCCO)c1	-4	-5	5	-5	8	14	2	-1	-9
Cc1ccc(-c2nnc(Nc3ccccc3)o2)cc1	12	4	6	2	3	3	3	4	-2
COC(=O)c1cc2c(ccn2-c2ccc(F)cc2)n1Cc1ccc(OC(C)=O)cc1	13	-3	11	-1	1	0	-3	-3	-1
Cc1ccc(Cl)cc1NC(=O)COC(=O)CN1C(=O)C2CCCCC2C1=O (stereo unspecified)	-1	-2	1	3	8	-5	-1	3	/
COC(=O)CCc1c(C)c(C#N)c2nc3ccccc3n2c1N1CCCC1	0	0	1	2	12	4	3	1	8
CC1(C)CC(Nc2ccc(C(F)(F)F)cc2[N+](=O)[O-])CC(C)(C)N1	-2	2	-1	1	2	2	1	0	7
Cc1ccn(S(=O)(=O)c2ccc3oc(=O)ccc3c2)n1	3	-3	4	4	0	1	7	0	-2
COc1cccc(NC(=O)C(C)N2C(=O)c3ccccc3S2(=O)=O)c1 (stereo unspecified)	-4	2	5	2	5	4	4	-1	7
COc1cc2c(cc1OC)C(C)N(C(=O)c1sccc1C)CC2 (stereo unspecified)	-9	-1	1	1	10	6	6	1	-3
Cc1ccc(-c2cccc(C3CC=CC4C3C(=O)N(Cc3ccccc3)C4c3ccc(C(F)(F)F)cc3)c2)cc1 (stereo unspecified)	-8	0	-1	-3	-1	-1	5	-2	6
O=C(NC1CC1)c1cc(Cl)ccc1[N+](=O)[O-]	-9	0	-1	-4	3	-6	4	-1	2
COCc1ccc(CN2CCCC(C(=O)Nc3ccc(-c4cscn4)cc3)C2)o1 (stereo unspecified)	0	-5	8	1	3	1	1	-1	-6
COC(=O)c1ccc(COC(=O)CNC(=O)C2CCCCC2)cc1	4	/	4	-3	1	/	0	/	/
C=CCNC(=O)c1ccccc1NC(=O)c1ccc(Cl)c(S(=O)(=O)Nc2cc(C)ccc2C)c1	0	-12	-8	-6	-12	-4	-4	-13	-17
CCN(c1ccc(OC)cc1)S(=O)(=O)c1csc(C(N)=O)c1	6	-4	0	-1	1	0	10	-2	4
COc1cccc(C(=O)C2CCCN(Cc3cccc(OCCO)c3)C2)c1 (stereo unspecified)	-5	-5	2	-2	2	-4	2	-1	2
CN=C1SC(CC(=O)Nc2ccc(F)cc2F)C(=O)N1/N=C(\C)c1cccc(OCC(=O)O)c1 (stereo unspecified)	38	26*	1	3	-1	5	5	-1	7
COc1cc(NC(=O)c2cccnc2Sc2ccc(C)c(C)c2)cc(OC)c1OC	4	-2	-3	3	9	7	3	-5	1
CCOC(=O)c1sc(NC(=O)CN2C(=O)NC3(CCCCCCC3)C2=O)c(C(=O)OCC)c1C	-9	-3	-2	-3	4	-2	1	-6	-4
The list continues:
SMILES	PREPL inhibitor	LYPLA2 inh	pPAFAH FP inh	PAD4 inh	PAFAH1B3 FP inh	PME-1 primary	PAFAH1B2 inh	LYPLA1 inh	GSTO1 inh
C=CCc1cccc(CNc2nc3ccccc3n2C(C)C)c1O	13	-2	8	-2	6	10	5	-7	0
COc1ccc(Cc2nnc(N)s2)cc1OC	17	-5	5	-4	2	3	2	-1	4
CCN1CCN(S(=O)(=O)c2ccc3c4c(cccc24)C(=O)N3CC)CC1	-1	/	1	-6	4	/	4	/	/
Cc1cccc(C(=O)NC(=S)NNC(=O)COc2c(C)cccc2C)c1	8	-10	-6	-1	6	-10	9	-4	0
COc1ccc(OCCCc2c(C)n[nH]c2C)cc1	-23	10	3	1	2	-6	0	2	0
Cc1ccc2c(c1)N(CC(=O)Nc1ccc3c(c1)OCCO3)C(=O)CO2	15	0	1	3	4	-2	3	-1	4
O=S(=O)(c1ccc(Cl)cc1)N(Cc1ccccn1)Cc1ccccn1	5	-8	-10	-11	4	-5	-1	-5	6
Cc1cc(NC(=O)C(=O)NCCN2CCN(C(=O)c3cccs3)CC2)ccc1Br	17	-1	10	-2	-2	2	3	-3	-7
Cc1ccnc2nc(C(=O)OC(C)C(=O)NCc3ccccc3)nn12 (stereo unspecified)	6	4	-2	5	13	-2	6	5	/
O=c1cc(N2CCc3ccccc3C2)[nH]c(=O)n1C1CCCCC1	14	-1	2	0	3	4	3	-1	-10
CC[N+](CC)(CC=C(C)C)CC(=O)OC	8	-6	-3	-5	3	0	-3	-4	-1
Cc1cc(C)c(NC(=O)c2ccc[n+](Cc3ccc([N+](=O)[O-])cc3)c2)c(C)c1	10	-7	1	0	9	-3	-1	-1	4
O=C(Nc1cccc(-c2cn3c(n2)SCC3)c1)c1ccc2c(c1)OCO2	8	-12	3	0	7	-10	2	-7	-11
Cc1cc(C)nc(NC(=NCCc2c[nH]c3ccccc23)NC(=O)Nc2ccc(Cl)c(Cl)c2)n1	11	4	-1	1	-22	-5	-4	1	-7
CCCNC(=O)C(Cc1ccc(I)cc1)NC(=O)c1ccc2ccccc2n1 (stereo unspecified)	-27	-4	2	0	5	-1	3	-9	/
COc1ccc(OC)c(NC(=O)CCCN2C(=S)NC(C)(C)CC2C)c1 (stereo unspecified)	4	3	2	3	4	-3	0	-1	-1
COCc1cc(=O)[nH]c(/N=C(\N)Nc2ccc(Oc3ccccc3)cc2)n1	20	12	13	2	3	2	8	3	-1
COc1cnn(-c2ccc(C)cc2)c(=O)c1Br	9	3	-2	-2	4	-4	-3	2	13
CC(C)C1(C(C)C)OC(=O)c2ccccc21	-4	4	7	-2	14	-1	-1	1	1
O=C(NCCN1CCOCC1)C1CCC(=O)N1Cc1ccc(F)cc1 (stereo unspecified)	17	6	1	2	6	-3	2	1	2
Cc1noc(C)c1S(=O)(=O)Nc1ccc2c(c1)C(=O)N([C@H](C)CO)C[C@H](C)[C@@H](CN(C)C(=O)NC1CCCCC1)O2	7	/	-3	2	6	/	2	/	/
C=CCOC(=O)C1=C[C@H](c2cn(C(C)=O)c3ccccc23)C[C@H](OCc2ccc(CO)cc2)O1	28	-4	-4	5	-2	-3	0	-6	1
CC(=O)Nc1cccc(NC(=O)CSc2ccc(-c3ccccn3)nn2)c1	2	-4	-2	2	7	3	0	0	6
O=C1OCC2=C1C(c1ccc(F)cc1)CC(=O)N2c1ccccc1 (stereo unspecified)	-9	-1	3	-2	7	-2	1	-1	11
O=C1/C(=C/c2ccc([N+](=O)[O-])cc2)C=C(c2ccccc2)N1c1ccc(O)cc1	13	6	4	-4	2	3	12	-2	-1
Remaining list, next part.
SMILES	PREPL inhibitor	LYPLA2 inh	pPAFAH FP inh	PAD4 inh	PAFAH1B3 FP inh	PME-1 primary	PAFAH1B2 inh	LYPLA1 inh	GSTO1 inh
COc1ccc(Cl)cc1C(=O)Nc1ccc(N(C)C(C)=O)cc1	11	3	0	-2	2	0	5	-2	2
CCOc1cc(-c2n[nH]c(=S)n2Cc2ccccc2)ccc1OC(F)F	2	4	2	1	7	0	8	1	/
Cc1ccc(-c2onc(C)c2C)cc1S(=O)(=O)N1CC(C)Oc2ccccc21 (stereo unspecified)	-30	0	-4	-5	1	-1	1	2	5
CCN(CC)C(=O)CSc1nnc(CSc2ncccn2)n1C	-10	4	0	-1	7	-5	2	0	-1
COc1ccc(S(=O)(=O)N2CCC(n3cnc4cc(C(F)(F)F)ccc43)CC2)cc1	-5	-2	-5	1	-10	-2	2	3	2
CCOCC(=O)Nc1ccc(C)c(Cl)c1	8	3	1	0	7	-4	3	2	27
CCOC(=O)Cc1csc(NC(=O)CSc2nc(-c3ccccc3)c(C#N)c(=O)[nH]2)n1	-6	-3	-3	-2	14	-1	65*	-2	0
Cc1ccc2c(c1)C(=O)CC1(CCCCCC1)O2	-4	-3	0	-2	3	-2	3	3	-3
O=C(NCc1ccccc1)C(c1ccccn1)N(C(=O)c1csnn1)c1ccccc1F (stereo unspecified)	0	-1	6	-3	-1	1	2	-1	-4
Cc1cc(C)cc(NC(=O)c2ccccc2NC(=O)CCC(=O)O)c1	-3	0	4	3	-3	-5	8	5	0
COc1ccc(CC(=O)OCC(=O)Nc2cc(Cl)ccc2C)cc1	6	/	21	6	8	/	8	/	/
CS(=O)(=O)N1CCC(C(=O)Nc2ccc3c(c2)OCO3)CC1	8	2	3	2	12	-4	3	-2	-5
CCOC(=O)c1c(CSCc2ccccc2)oc2ccc(O)c(CN(C)C)c12	-11	-5	10	-3	-6	-2	-1	-1	3
COCCN1C(=O)C(CC(=O)Nc2ccc(C(C)=O)cc2)SC1=Nc1ccccc1 (stereo unspecified)	-16	17	-3	0	9&5	4	3&-2	-1	4
CS(=O)(=O)NC1c2cccc3cccc(c23)C1Sc1nncn1/N=C/c1ccco1 (stereo unspecified)	-12	5	3	3	7	-4	3	3	3
O=C(COc1ccccc1)Nc1ccccc1NS(=O)(=O)c1cccs1	8	0	8	-6	0	5	20	-2	4
CC(=O)Nc1ccc(NC(=O)Cn2nc(C(=O)Nc3ccc(C)cc3)ccc2=O)cc1	-1	-4	7	-5	2	-5	-3	-3	-8
COc1ccc(CC(=O)Nc2ccc(S(=O)(=O)Nc3cc(OC)nc(OC)n3)cc2)cc1	3	-11	-5	-5	13	-9	2	1	-14
CS(=O)(=O)Nc1ccccc1C(=O)Nc1cc(Cl)cc(Cl)c1	7	5	28*	0	8	10	16	-1	-72
COCCN1CSC(=S)N(Cc2ccco2)C1	1	1	-6	-1	4	-2	3	-2	1
Cc1nc(-c2ccccc2)cc(=O)[nH]1	-8	1	1	-2	16	-8	2	-4	1
COCCNC(=O)C(c1c[nH]c2ccccc12)N(C(=O)c1snc(C(N)=O)c1N)c1cccc(OC)c1 (stereo unspecified)	-1	0	-1	-2	9	-2	2	-5	4
COc1ccc(CC2(CO)CCN(Cc3ccc4c(c3)CCO4)CC2)cc1	-3	-4	-3	-5	6	0	3	-1	-9
CS(=O)(=O)Nc1ccccc1C(=O)N1CCOCC1	-7	6	3	-1	0	0	6	-1	9
O=C(NCc1ccccn1)C1CCN(S(=O)(=O)N2CCC3(CC2)OCCO3)CC1	0	1	-2	1	0	-4	4	1	2
CCN(CC(=O)Nc1ccccc1OC)C(=O)c1ccc(NS(=O)(=O)c2ccc(C(C)=O)cc2)cc1	2	6	0	-3	6	-9	0	5	19
Cc1cccc(OCc2nnc(SCC(=O)N(c3ccccc3)C3CCS(=O)(=O)C3)o2)c1 (stereo unspecified)	32	6	2	-1	3	1	5	1	/
CC(C)C(NS(=O)(=O)c1cccc2nsnc12)C(=O)Nc1nc2ccc(Cl)cc2s1 (stereo unspecified)	-3	0	4	-3	2	-1	2	5	-3
